TAG inh – inhibitors of triacylglycerol accumulation | AID 651582 | H9c2 cells, Nile Red lipid (TAG) fluorescence; cells loaded with 200 µM oleic acid | inhibition, % at 12.5 µM | 230,000 compounds, 0.66% hits;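 active = pattern-corrected inhibition of lipid staining of at least 50% with the nuclear-stain viability signal not falling by more than 50%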;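 note: 0% = DMSO wells and 100% = triacsin C control wells; some results filed as inactive read as strong as hits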
TAG inh DAPI viability – further read-out of TAG inh, marked with its call; DAPI nuclei signal change (viability), lower = more cytotoxic, %;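 whole-well DAPI fluorescence read on a plate reader as a viability signal; minus 50 percent equals half of cells still viable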
* hit, by the source's call. The list is partial; the hit share may differ from the screen's.

Below each SMILES: TAG inh, TAG inh DAPI viability
1	O=C(NCc1ccc(F)c(F)c1)c1ccc(-c2ccc(F)c(F)c2)c2ccoc12
    -11, -6
2	COc1ccc(C(CNC(=O)COc2ccccc2)N2CCCCC2)cc1 (stereo not drawn)
    -5, 5
3	CCOC(=O)CC(=O)CSc1nnc2sc3ccccc3n12
    11, 16
4	S=C(NCCN1CCOCC1)Nc1ccc(-c2nc3ccccc3[nH]2)cc1
    -22, 0
5	C=CCn1c(SCC(=O)Nc2cccc(S(N)(=O)=O)c2)nc2sc(C)c(C)c2c1=O
    2, -2
6	O=C(NN1CCOCC1)c1ccc(Br)cc1
    -8, 4
7	COc1ccc(N2CCN(C(=O)CC(NC(N)=O)c3cccc(Oc4ccccc4)c3)CC2)cc1 (stereo not drawn)
    6, 5
8	CC(C)(C)C(=O)N1CCN(c2ccc([N+](=O)[O-])cc2-n2cccc2)CC1
    6, -9
9	N#CCC(=O)Nc1ccc(C(=O)NCC(c2ccco2)N2CCCCC2)cc1 (stereo not drawn)
    2, 6
10	COC(=O)c1ccc(S(=O)(=O)N2CCCN(Cc3cccc(Br)c3F)CC2)n1C
    -15, 11
11	O=S(=O)(NCC1NCCc2ccccc21)c1ccccc1 (stereo not drawn)
    0, -2
12	CCn1nc(C(=O)NCC(c2cccs2)N2CCOCC2)c2ccccc2c1=O (stereo not drawn)
    -2, 5
13	N/C(=N\OC(=O)C1CC1)c1ccc([N+](=O)[O-])s1
    8, 8
14	COc1ccc(N(CC(=O)NCc2ccco2)S(=O)(=O)c2ccc(C)cc2)cc1
    -4, -6
15	O=C(NCc1ccc(-c2csnn2)cc1)c1cc(Cl)cc(Cl)c1
    4, -4
16	C=CCn1c(SCC(=O)NCc2ccco2)nc2sc3c(c2c1=O)CCC3
    9, -4
17	CCOC(=O)C(=O)N/N=C(/c1ccccc1)c1ccc(OC)cc1
    14, -9
18	CCc1cc(Cn2nc(-c3ccccc3)cc2C(=O)NCc2cccs2)on1
    44, 0
19	Cc1nc2cccc(C(=O)NCc3ccccc3)c2o1
    -13, 11
20	O=C(/C=C/c1c(F)cccc1Cl)NCc1ccc2c(c1)OCO2
    -11, 11
21	CC(C)Cc1cc(CN2CCCC(CO)(Cc3cccc(Cl)c3)C2)[nH]n1 (stereo not drawn)
    1, 3
22	O=C(Nc1ccccc1)C1Cc2c(-c3ccco3)ccnc2O1 (stereo not drawn)
    1, -10
23	O=C(NCc1ccccc1CN1CCCC1)c1ccc(OCc2cscn2)cc1
    -2, -1
24	Cc1ccc(C(c2nnnn2CC2CCCO2)N2CCN(C)CC2)cc1 (stereo not drawn)
    7, -9
25	Cc1ccc(S(=O)(=O)N(C)C)cc1NC(=O)CN1C(=O)NC(Cc2c[nH]c3ccccc23)C1=O (stereo not drawn)
    4, -1
26	Cc1nc(N)sc1-c1csc(Nc2cccc(O)c2)n1
    6, 5
27	O=C(COC(=O)c1ccc(F)cc1)NCCc1ccc(F)cc1
    23, -13
28	Cc1ccc(-c2nnc(SCC(=O)N3CCCc4ccccc43)n2N)cc1
    24, -9
29	O=C(Nc1cccc(S(=O)(=O)N2CCOCC2)c1)C1CCN(S(=O)(=O)c2ccccc2)CC1
    -4, -2
30	O=C(Nc1nc2ccsc2c(=O)s1)c1ccc(Cl)cc1
    7, 4

Sorted by number of heavy atoms (rising): 15 of the compounds above.
Below each SMILES: TAG inh, TAG inh DAPI viability
6	O=C(NN1CCOCC1)c1ccc(Br)cc1
    -8, 4
13	N/C(=N\OC(=O)C1CC1)c1ccc([N+](=O)[O-])s1
    8, 8
19	Cc1nc2cccc(C(=O)NCc3ccccc3)c2o1
    -13, 11
11	O=S(=O)(NCC1NCCc2ccccc21)c1ccccc1 (stereo not drawn)
    0, -2
3	CCOC(=O)CC(=O)CSc1nnc2sc3ccccc3n12
    11, 16
22	O=C(Nc1ccccc1)C1Cc2c(-c3ccco3)ccnc2O1 (stereo not drawn)
    1, -10
17	CCOC(=O)C(=O)N/N=C(/c1ccccc1)c1ccc(OC)cc1
    14, -9
8	CC(C)(C)C(=O)N1CCN(c2ccc([N+](=O)[O-])cc2-n2cccc2)CC1
    6, -9
4	S=C(NCCN1CCOCC1)Nc1ccc(-c2nc3ccccc3[nH]2)cc1
    -22, 0
9	N#CCC(=O)Nc1ccc(C(=O)NCC(c2ccco2)N2CCCCC2)cc1 (stereo not drawn)
    2, 6
10	COC(=O)c1ccc(S(=O)(=O)N2CCCN(Cc3cccc(Br)c3F)CC2)n1C
    -15, 11
5	C=CCn1c(SCC(=O)Nc2cccc(S(N)(=O)=O)c2)nc2sc(C)c(C)c2c1=O
    2, -2
29	O=C(Nc1cccc(S(=O)(=O)N2CCOCC2)c1)C1CCN(S(=O)(=O)c2ccccc2)CC1
    -4, -2
25	Cc1ccc(S(=O)(=O)N(C)C)cc1NC(=O)CN1C(=O)NC(Cc2c[nH]c3ccccc23)C1=O (stereo not drawn)
    4, -1
7	COc1ccc(N2CCN(C(=O)CC(NC(N)=O)c3cccc(Oc4ccccc4)c3)CC2)cc1 (stereo not drawn)
    6, 5

Returning to the listing; the 2 compounds before the break are reprinted first.
Below each SMILES: TAG inh, TAG inh DAPI viability
29	O=C(Nc1cccc(S(=O)(=O)N2CCOCC2)c1)C1CCN(S(=O)(=O)c2ccccc2)CC1
    -4, -2
30	O=C(Nc1nc2ccsc2c(=O)s1)c1ccc(Cl)cc1
    7, 4
31	COC(=O)c1ccc(CNC(=O)COC(=O)CCN2C(=O)C3CC=CCC3C2=O)cc1 (stereo not drawn)
    -19, 1
32	Cc1ccc(CN2[C@@H](c3ccccc3)COCCS2(=O)=O)cc1
    -19, 2
33	COCCNC(=S)N=Nc1c(O)[nH]c2c(C)cc(C)cc12
    6, 1
34	Cc1ccc(C2=NN(S(=O)(=O)c3ccccc3)C(c3ccco3)C2)cc1 (stereo not drawn)
    5, 3
35	O=C(Nc1ccc2c(c1)OCCO2)NC12CC3CC(CC(C3)C1)C2
    24, -12
36	Cn1c(C(=O)NCCN2CCc3ccccc3C2)cc2c(=O)n(C)c3ccccc3c21
    9, 7
37	CCCCOc1cccc(C2(C(=O)O)CCCC2)c1
    -14, 7
38	Cc1ccc(-n2cc(CNCCCn3cccn3)c(-c3cccc(C)c3)n2)cc1
    52*, -2.6*
39	NC(=O)CNC(=O)[C@@H]1CC2(CC(c3ccc(Cl)cc3)=NO2)CN1C(=O)c1ccc(Br)cc1 (stereo partly drawn)
    22, -5
40	COc1ccc(N/N=C(/C(C)=O)N2CCCc3ccccc32)cc1
    -6, 2
41	COC(=O)c1ccc(COC(=O)C(NC(=O)Cc2ccccc2)C(C)C)cc1 (stereo not drawn)
    1, 7
42	COc1ccc(-n2c(-c3ccc(OC)c(OC)c3)n[nH]c2=S)cc1
    9, -1
43	CNC(=S)NNC(=O)c1sccc1OCc1ccc(Cl)cc1Cl
    -15, 6
44	Cc1ccccc1-c1nc(CS(=O)(=O)CC(=O)NCCCN2CCCC2=O)c(C)o1
    9, -11
45	Cc1ccc(NC(=O)CNC(=O)Cc2cccc3ccccc23)c(O)c1
    7, 0
46	CCc1nc2c(OCc3cc(Cl)cc(Cl)c3)cccn2c1N(C=O)Cc1ccc(OC)cc1
    -7, 9
47	COc1ccc(CN(C(=O)/C=C/c2ccccc2Cl)C2CCS(=O)(=O)C2)cc1 (stereo not drawn)
    -4, 5
48	COC(=O)C[C@@H]1C[C@H]2c3cc(NS(=O)(=O)c4ccccc4)ccc3O[C@H]2[C@@H](CO)O1
    -5, 4
49	CCN(CC)S(=O)(=O)c1ccc2oc(C(=O)NC(C)C)c(C)c2c1
    -1, 2
50	Cn1nc(CC(=O)NCCN2C(=O)CSC2=O)c2ccccc2c1=O
    -3, 7
51	COc1cc(NC(=S)Nc2ccc(OC(F)F)cc2)cc(OC)c1
    -3, -5
52	O=C(COc1cccc2c1CCN(Cc1ccc(Br)cc1)C2=O)NCc1ccco1
    5, 8
53	Cc1ccc2oc(=O)c3cnn(CC(=O)NCCN(C)C)c3c2c1
    6, -9
54	CN(C)/C=N/C(=S)Nc1ccc(Cl)c(Cl)c1
    11, -3
55	Cc1oc(C(=O)O)cc1COc1cccc2cccnc12
    2, 1
56	Cc1nc(N2CCOCC2)nc(N2CCN(c3ccccc3)CC2)c1[N+](=O)[O-]
    35, -7
57	CN1C(=O)[C@H]2[C@@H](c3ccc(F)cc3)N3C(=O)c4ccccc4NC(=O)[C@@]3(C)[C@H]2C1=O
    16, -17
58	O=Nc1c(O)n(Cc2cccc(Cl)c2)c2ccccc12
    -28, -5
59	O=C(Nc1ccc(F)c([N+](=O)[O-])c1)C1CC(=O)N(Cc2ccccc2)C1 (stereo not drawn)
    23, -12
60	CC1=C(C)CC(C(=O)NC2CCCC2)C(C(=O)O)C1 (stereo not drawn)
    4, 0

(more compounds)
Below each SMILES: TAG inh, TAG inh DAPI viability
61	CC(C)c1ccc2c(c1)C(c1ccc(N3CCOCC3)cc1)=NNC(c1cccs1)=N2
    52*, -13*
62	COc1cccc(CC2(CO)CCCN(C/C=C/c3ccccc3OC)C2)c1 (stereo not drawn)
    -9, 15
63	Cc1ccc(-c2cc(C(=O)N/N=C/c3c(C)nn(-c4ccccc4)c3C)[nH]n2)cc1
    69*, -35*
64	CN(C)S(=O)(=O)N1CCC(Oc2ccc(C(=O)N3CCCCCCC3)cc2)CC1
    6, -6
65	Cc1cc(NC(=O)CN2CCCC(C)C2)no1 (stereo not drawn)
    -4, -4
66	C[C@H]1CCCCO[C@@H](CN(C)S(=O)(=O)c2ccc(F)cc2)[C@@H](C)CN([C@@H](C)CO)C(=O)c2cc(NC(=O)Nc3ccc4c(c3)OCO4)ccc2O1
    28, -20
67	Cn1c(=O)c2c(nc(SCCN3CCOCC3)n2Cc2ccc(Cl)cc2)n(C)c1=O
    12, -6
68	Cc1ccc(C(C(=O)NC2CCCCC2)N(CCC(C)C)C(=O)CNC(=O)c2ccco2)o1 (stereo not drawn)
    13, -6
69	Cc1cccc(CNC(=O)Nc2nnc([C@H]3C[C@H](O)[C@@H](CO)O3)s2)c1
    23, -6
70	O=[N+]([O-])c1cc([N+](=O)[O-])c(Oc2cc(F)cc(F)c2)cc1NN1CCCCC1
    12, -7
71	COC(=O)[C@H](CCSC)NC(=O)NC1CC1
    -5, 3
72	COC(=O)c1cccc(C(=O)N2CCCC(C(=O)c3cc(F)ccc3F)C2)c1 (stereo not drawn)
    -6, -4
73	COCCNC(=O)c1cc(-c2ccccc2)n(CC2CC(c3ccc(OC)cc3)=NO2)n1 (stereo not drawn)
    8, -1
74	C=CCC[C@@H](Cc1ccc(F)cc1)C(=O)OC[C@H](Cc1c[nH]c2ccccc12)NC(=O)[C@@H](CC=C)CC(=O)N(CCO)Cc1ccccc1
    68*, -7.0*
75	COC(=O)c1cc(C(=O)N2CCN(c3ccccc3OC)CC2)cc([N+](=O)[O-])c1
    51*, -41*
76	CC(C)c1cc(C(=O)NNC(=S)NC2CCCCC2)cs1
    -17, 11
77	NC(=S)N/N=C/c1ccccc1[N+](=O)[O-]
    5, -3
78	O=c1/c(=C/c2ccco2)sc2n1CN(c1cccc(Br)c1)CN=2
    -32, 8
79	Cc1ccc2cc(C=O)c(N3CCOCC3)nc2c1C
    4, -4
80	COc1ccc(OC)c2sc(NC(=O)CCSc3ccccc3)nc12
    20, -1
81	COc1ccc(-n2c(NN)nc3sc4c(c3c2=O)CCCC4)cc1
    -3, -18
82	C=CCn1c(SC2CCOC2=O)nc2sc(CC)cc2c1=O (stereo not drawn)
    13, -4
83	CCCSc1nc(SCC(=O)NCc2ccccc2)c2c3c(sc2n1)COC(C)(C)C3
    56*, 3.6*
84	CCOC(=O)CSc1nc2c(c(=O)[nH]c(=O)n2C)n1CCc1ccccc1
    14, -3
85	Nc1c(C(=O)Nc2ccccc2)c2nc3ccccc3nc2n1-c1ccc(O)cc1
    64*, 16*
86	COc1ccc(-c2[nH]ncc2CNCC(C)(C)N2CCOCC2)cc1F
    2, -5
87	O=C(Nc1ccccc1Br)C1CCN(S(=O)(=O)c2cccs2)CC1
    5, -3
88	COc1cccc(NC(=O)CN2C(=O)NC3(CCCc4ccccc43)C2=O)c1 (stereo not drawn)
    9, -3
89	Cc1nc(C(F)(F)F)ccc1C(=O)N1CCC1(C)C(=O)NS(=O)(=O)c1ccccc1Cl (stereo not drawn)
    -1, -4
